# From PubChem BioAssay
# APP transl inh = APP translation inhibition | SH-SY5Y APP 5'UTR-luciferase reporter, luminescence | inhibition, % at 2 µM | 0.82% of 190,000 active | AID 1285;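 active = inhibition above a set limit, derived from the sample mean plus 3 SD, cut at about 45% in these data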; also: values of inactives mirror those of a sister screen read the other way
# NF-kB expr up = raises NF-kB expression in human neuronal cells; NF-kB reporter expression; stronger effect = higher value; AID 1239; fold change at 12.5 µM; 1.6% of 190,000 active; in the data active = fold change above about 3.3
# FLuc stim CS = affects firefly luciferase, flagging false hits in luciferase stimulation screens. activation factor at 10 µM. 200,000 tested, under 10 active. P08659. ATPlite luciferase biochemical, luminescence, 10 min; 0 = ATP-free wells, 1 = DMSO control;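 active = luciferase activation factor, scaled between plate controls, of at least 2 with compound at 10 µM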
# Target sequence (P08659 whole entry, looked up): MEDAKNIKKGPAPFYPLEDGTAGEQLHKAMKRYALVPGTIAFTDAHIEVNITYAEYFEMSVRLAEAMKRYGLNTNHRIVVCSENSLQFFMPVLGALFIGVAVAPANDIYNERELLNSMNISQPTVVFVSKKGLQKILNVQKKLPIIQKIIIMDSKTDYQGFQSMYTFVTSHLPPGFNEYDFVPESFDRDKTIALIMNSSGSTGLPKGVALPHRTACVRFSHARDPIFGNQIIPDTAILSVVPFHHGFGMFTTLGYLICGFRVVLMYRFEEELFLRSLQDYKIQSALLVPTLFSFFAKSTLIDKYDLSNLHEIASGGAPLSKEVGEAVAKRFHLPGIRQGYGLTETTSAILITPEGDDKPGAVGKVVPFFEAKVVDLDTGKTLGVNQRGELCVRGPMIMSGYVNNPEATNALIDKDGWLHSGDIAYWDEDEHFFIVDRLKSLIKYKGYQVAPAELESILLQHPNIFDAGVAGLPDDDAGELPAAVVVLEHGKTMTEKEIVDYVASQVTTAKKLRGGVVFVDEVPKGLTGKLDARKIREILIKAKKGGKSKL
#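 test system = cell-free luciferase reagent | medium = PBS as buffer for the ATP substrate | dosing = test compounds dosed from 2 mM stocks in 100% DMSO | incubation = 10 min at ambient temperature | detection = luminescence measurement of luciferase light output | benchmarks = low control with PBS replacing ATP, high control enzyme plus ATP without compound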
# APP 5'UTR act = APP 5'UTR luciferase reporter activation | SH-SY5Y APP 5'UTR luciferase reporter, luminescence; zero percent = DMSO vehicle wells | activation, % at 2 µM | 1% of 190,000 active | AID 1276;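 active = activation above a set limit, based on mean plus 3 SD of controls, cut at about 140% in these data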; also: values of inactives mirror those of a sister screen read the other way
# FLuc inhib CS = counter-screen for luciferase assay inhibitors: firefly luciferase inhibition | P08659 | ATPLite firefly luciferase biochemical luminescence, 10 min | inhibition, % at 10 µM | 1.5% of 200,000 active | AID 1006;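 active = inhibition above about 50% when tested at 10 µM, limit read from the data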
# An asterisk follows results filed as active; . = not tested or not shown. Not all compounds are listed; rates above refer to the full screens.
1) O=c1oc2ccccc2c(O)c1/C=N/c1ncccn1
2) O=c1[nH]c(CSc2nnc(-c3ccco3)n2-c2ccccc2)nc2sc3c(c12)CCC3
3) Nc1nc2ccc(Cl)cc2c2nc(-c3ccco3)nn12
4) Cn1c(=O)c2c(nc(NCCCN3CCOCC3)n2Cc2ccc(Cl)cc2Cl)n(C)c1=O
5) CCOc1ccc(-n2c(SCC(=O)Nc3ccc4c(c3)OCO4)nc3c(c2=O)SCC3)cc1
6) COc1ccc(N2CCn3c2nc2c3c(=O)n(CCc3ccccc3)c(=O)n2C)cc1
7) C=CCn1cnc2c(c1=O)c1nc3ccccc3nc1n2/N=C/c1cccc(OC)c1
8) O=P(O)(CCCCP(=O)(O)CCc1ccccc1)CCc1ccccc1

Compound	1	2	3	4	5	6	7	8
APP transl inh	.	.	.	.	.	.	.	.
NF-kB expr up	.	.	.	.	.	.	.	.
FLuc stim CS	1	1.1	1	1.1	1.1	1	1.1	1
APP 5'UTR act	.	.	.	.	.	.	.	.
FLuc inhib CS	-0.7	-6.2	-3.8	-5.3	-8.4	1.7	-5.5	-4.0

9) Cc1nn(C(=O)c2ccoc2C)c(N)c1-c1ccccc1
10) CCOC(=O)c1ccc(NC(=O)CSc2nc3c(c(=O)n2-c2ccccc2OC)SCC3)cc1
11) COc1ccc(-n2nnc3c(=O)n(CC(=O)N4CCC(Cc5ccccc5)CC4)cnc32)cc1
12) Cc1cc(N2CCN(C(=O)c3ccco3)CC2)n2nc(C)c(-c3ccc(Cl)cc3)c2n1
13) CCOc1cc(N2CCOCC2)c(OCC)cc1NC(=O)c1nc2nc(C)cc(C)n2n1
14) O=C(Nc1cccc(-c2nnc(-c3ccccc3)o2)c1)c1ccco1
15) C[C@H]1COc2c(C3(N)CC3)c(F)cc3c(=O)c(C(=O)O)cn1c23
16) O=C(O)CNC1=NCCC1

Compound	9	10	11	12	13	14	15	16
APP transl inh	.	.	.	.	.	.	.	.
NF-kB expr up	.	.	.	.	.	.	.	.
FLuc stim CS	0.9	1.1	1	1.1	1.1	1	1	1
APP 5'UTR act	.	.	.	.	.	.	.	.
FLuc inhib CS	12.0	-8.1	-4.8	-5.3	-9.4	2.1	3.6	0.3

17) O=C(Nc1ccccc1N1CCN(c2ccccc2)CC1)C1CCCCC1
18) Cc1c(-c2ccccc2)oc2nc3c(c(=O)n(C)c(=O)n3C)n12
19) CCOc1ccccc1Nc1ncnc2c1cnn2-c1ccccc1
20) COc1cc(C)nc(N2CCCC(C(=O)NC3CCC(C)CC3)C2)n1 (stereo not drawn)
21) CCOc1cc(N2CCOCC2)c(OCC)cc1NC(=O)c1ccc(=O)n(Cc2ccccc2)n1
22) C=CCn1cnc2c(c1=O)c1nc3ccccc3nc1n2Cc1ccccc1
23) CSc1nnc2c(n1)OC(C1CC=C(C)CC1)Nc1ccccc1-2 (stereo not drawn)
24) CCN1CCC(C(=O)NC2CCCC2)(N(Cc2cccs2)C(=O)Cn2nnc3ccccc32)CC1

Compound	17	18	19	20	21	22	23	24
APP transl inh	.	.	.	.	.	.	.	.
NF-kB expr up	.	.	.	.	.	.	.	.
FLuc stim CS	1	1.1	1.1	1	1.1	1	1	1
APP 5'UTR act	.	.	.	.	.	.	.	.
FLuc inhib CS	-3.9	-5.8	-5.4	1.8	-6.2	-3.3	0.9	-3.0

25) CCOc1ccc(N2CCCCn3c2nc2c3c(=O)[nH]c(=O)n2C)cc1
26) CN1CCN(C2=Nc3cc(F)ccc3Cc3ccccc32)CC1
27) O=P(O)(CCCP(=O)(O)CCc1ccccc1)CCc1ccccc1
28) COc1nc(-c2ccc(C)cc2)ccc1-c1noc(-c2cccnc2)n1
29) CCCCCCCCCCC[C@@H](C[C@@H]1OC(=O)[C@H]1CCCCCC)OC(=O)[C@H](CC(C)C)NC=O
30) Nc1ncnc2c1ncn2[C@@H]1O[C@H](CO)C[C@@H]1O
31) COC(=O)c1ccccc1NC(=O)CN1CCC(n2nnc3cc(C)ccc32)CC1
32) COc1ccc(C(=O)Cn2c(N3CCOCC3)nc3c2c(=O)n(C)c(=O)n3C)cc1

Compound	25	26	27	28	29	30	31	32
APP transl inh	.	.	.	.	.	.	.	.
NF-kB expr up	.	.	.	.	.	.	.	.
FLuc stim CS	1.1	1	1	1.1	1	1.1	1.1	1
APP 5'UTR act	.	.	.	.	.	.	.	.
FLuc inhib CS	-11.1	-1.4	-2.0	-5.5	-2.9	-5.9	-6.5	-0.3

33) CC(C)N(C(=O)Cn1c(SCC(=O)N2CCN(c3ccccc3)CC2)nc2ccccc21)C(C)C
34) COc1ccc(Br)cc1/C=c1\sc2nc(-c3ccco3)nn2c1=O
35) O=c1[nH]c(CN2CCC(c3nc4ccccc4s3)CC2)nc2sc3c(c12)CCC3
36) Cc1ccc(-n2ncc3c2ncn2c(-c4ccncc4)nnc32)cc1
37) O=c1c2ccccc2nnn1CSc1nc2ccccc2c(=O)n1Cc1ccco1
38) Cc1ccc2c(C)nc(NC3=NCN(Cc4ccccc4)CN3)nc2c1
39) O=C(c1cnc2sccn2c1=O)N1CCCc2ccccc21
40) Cc1sc2nc(C(C)Sc3nnc(C)n3-c3ccccc3)[nH]c(=O)c2c1C (stereo not drawn)

Compound	33	34	35	36	37	38	39	40
APP transl inh	.	.	.	.	.	.	.	.
NF-kB expr up	.	.	.	.	.	.	.	.
FLuc stim CS	1.1	1.1	1.1	1.1	1	1.1	1	1.1
APP 5'UTR act	.	.	.	.	.	.	.	.
FLuc inhib CS	-5.8	-6.5	-6.2	-9.1	-3.9	-6.5	-3.9	-5.8

# Complete entries as entered above. Values in the order: APP transl inh, NF-kB expr up, FLuc stim CS, APP 5'UTR act, FLuc inhib CS
# Record of O=c1c2ccccc2nnn1CSc1nc2ccccc2c(=O)n1Cc1ccco1 : ., ., 1, ., -3.9
# Record of Cc1ccc(-n2ncc3c2ncn2c(-c4ccncc4)nnc32)cc1 : ., ., 1.1, ., -9.1

# The main list resumes with the 4 entries that preceded the break.
37) O=c1c2ccccc2nnn1CSc1nc2ccccc2c(=O)n1Cc1ccco1
38) Cc1ccc2c(C)nc(NC3=NCN(Cc4ccccc4)CN3)nc2c1
39) O=C(c1cnc2sccn2c1=O)N1CCCc2ccccc21
40) Cc1sc2nc(C(C)Sc3nnc(C)n3-c3ccccc3)[nH]c(=O)c2c1C (stereo not drawn)
41) CN(C)c1ccc(CNCCC(Cc2ccccc2)c2ccco2)cc1 (stereo not drawn)
42) CC(C)c1ccc(/C=C/C(=O)O)cc1
43) COC(=O)[C@H]1[C@H]2C[C@@H]3c4[nH]c5cc(OC)ccc5c4CCN3C[C@H]2C[C@@H](OC(=O)c2ccc(N)cc2)[C@@H]1OC
44) COc1ccccc1C(O)c1nccn1C (stereo not drawn)
45) CC(=O)c1c(C)c(C)c2n1CCn1c(C)ccc1-2
46) CC(C)=CCC(C)(C)/C=N/NC(N)=O
47) COc1ccc2[nH]cc(C(=O)CCl)c2c1
48) CCc1cccc2c1NC1(CCCC1)CC2C (stereo not drawn)

Compound	37	38	39	40	41	42	43	44	45	46	47	48
APP transl inh	.	.	.	.	-4.1	-0.5	1.8	-7.2	-2.4	-18.6	13.0	11.5
NF-kB expr up	.	.	.	.	.	.	.	.	.	.	.	.
FLuc stim CS	1	1.1	1	1.1	.	.	.	.	.	.	.	.
APP 5'UTR act	.	.	.	.	4.1	0.5	-1.8	7.2	2.4	18.6	-13.0	-11.5
FLuc inhib CS	-3.9	-6.5	-3.9	-5.8	.	.	.	.	.	.	.	.

49) O=C(Nc1ncc2c(n1)CC(c1ccco1)CC2=O)c1ccco1 (stereo not drawn)
50) O=C(/C=C/c1ccc(F)cc1)NC(=S)N1CCCCC1c1cccnc1 (stereo not drawn)
51) C=CCNc1nc2c(c(=O)n(C)c(=O)n2C)n1CC(=C)C
52) CC(C)Cn1c(=S)[nH]c2cc(C(=O)O)ccc2c1=O
53) COc1ccc(CNC(=O)C2CCCN2C)cc1OC (stereo not drawn)
54) O=C(/C=C/c1ccccc1)NCC1(c2ccccc2)CCOCC1
55) Cc1ncc(C(=O)O)c(C(=O)O)c1N
56) CSCC[C@H](NC(=O)NC1CCCC1)C(=O)O

Compound	49	50	51	52	53	54	55	56
APP transl inh	1.7	9.0	7.6	-5.1	-5.1	5.1	-11.7	20.9
NF-kB expr up	.	.	.	.	.	.	.	.
FLuc stim CS	.	.	.	.	.	.	.	.
APP 5'UTR act	-1.7	-9.0	-7.6	5.1	5.1	-5.1	11.7	-20.9
FLuc inhib CS	.	.	.	.	.	.	.	.

57) Cc1ccc2c(c1)C1(C(=O)N2)N2CCCC2C(C(=O)c2ccc3ccccc3c2)C12C(=O)Nc1ccccc12 (stereo not drawn)
58) O=C(O)c1cccc(COc2ccccc2Cl)c1
59) COc1ccccc1NC(=O)C(C)Sc1nnnn1C (stereo not drawn)
60) O=C(CN(C(=O)CNS(=O)(=O)c1ccccc1)C1CCCC1)NCc1ccco1
61) COc1ccc(OC)c(NC(=O)C(CCS(C)(=O)=O)NC(C)=O)c1 (stereo not drawn)
62) CC(Sc1cccc(C(F)(F)F)c1)C(=O)NC(N)=O (stereo not drawn)
63) CSc1ccccc1NC(=O)C1CCCO1 (stereo not drawn)
64) N#Cc1c(-c2ccco2)c2c([nH]c1=S)CCCC2

Compound	57	58	59	60	61	62	63	64
APP transl inh	-30.7	.	.	.	.	.	.	.
NF-kB expr up	.	14.5*	1.17	0.96	1.12	1.15	1.13	1.14
FLuc stim CS	.	0.4	1	1.1	1.1	1	1	1
APP 5'UTR act	30.7	.	.	.	.	.	.	.
FLuc inhib CS	.	63.0*	4.8	-7.0	-6.8	-1.7	4.2	2.5

65) COc1ccc(N2C3=[N+](CCCC3)CC2(C)O)cc1 (stereo not drawn)
66) Cc1nc2c(C(=O)O)cnn2c(C)c1Cc1ccccc1F
67) Oc1ccccc1C1=Nc2ncnn2C(c2ccc(F)cc2)C1 (stereo not drawn)
68) CCc1nnc(NC(=O)CCC(=O)N2CCN(CCc3ccccc3)CC2)s1
69) Cc1ccc(-n2nnnc2SCC(=O)c2cc(C)n(CC3CCCO3)c2C)cc1 (stereo not drawn)
70) Cc1nn(Cc2ccccc2)c2c1C(c1ccncc1)C(C#N)=C(N)O2 (stereo not drawn)
71) CCOc1ncccc1C(=O)Nc1ccccc1C(=O)NCc1ccc2c(c1)OCO2
72) CN(C)C(=O)CSc1nnc([C@H](Cc2c[nH]c3ccccc23)NC(=O)OC(C)(C)C)o1

Compound	65	66	67	68	69	70	71	72
APP transl inh	.	.	.	.	.	.	.	.
NF-kB expr up	1.45	0.98	1.26	0.97	1.46	1.13	1.03	1.27
FLuc stim CS	1	1.1	1	1	1.1	1	1.1	1.1
APP 5'UTR act	.	.	.	.	.	.	.	.
FLuc inhib CS	-2.3	-5.0	0.0	1.1	-8.6	-4.8	-6.7	-8.1

73) COc1ccc(NC(=O)C2CCN(c3nc(C)nc4c3CCC4)CC2)cc1
74) COCc1[nH]nc2c1C(c1ccc(F)cc1F)C(C#N)=C(N)O2 (stereo not drawn)
75) Nc1cc(N)nc(SCC(=O)Nc2ccc(Br)cc2Cl)n1
76) CSCCC1NC(=O)NC1=O (stereo not drawn)
77) CCCN(CCC)S(=O)(=O)c1cc(Br)cc2c1N(C(=O)CC)CC2
78) CCC/C(O)=C1\C(=O)CC(C)(C)CC1=Nc1ccccc1OC
79) CSC1=C(C#N)C(c2ccc(Cl)cc2)C2=C(CC(C)(C)CC2=O)N1 (stereo not drawn)
80) CCC(=O)N1CCCc2cc(S(=O)(=O)N3CCN(C4CCCCC4)CC3)ccc21

Compound	73	74	75	76	77	78	79	80
APP transl inh	.	.	.	.	.	.	.	.
NF-kB expr up	0.87	1.23	2.02	1.05	1.15	0.95	0.49	0.68
FLuc stim CS	1.2	1	1.1	1.1	1.1	1.1	1	1.1
APP 5'UTR act	.	.	.	.	.	.	.	.
FLuc inhib CS	-16.3	-4.4	-5.3	-8.3	-8.7	-5.3	-4.3	-6.4

# Retrieved by structure from above:
16) O=C(O)CNC1=NCCC1
10) CCOC(=O)c1ccc(NC(=O)CSc2nc3c(c(=O)n2-c2ccccc2OC)SCC3)cc1
66) Cc1nc2c(C(=O)O)cnn2c(C)c1Cc1ccccc1F
54) O=C(/C=C/c1ccccc1)NCC1(c2ccccc2)CCOCC1
70) Cc1nn(Cc2ccccc2)c2c1C(c1ccncc1)C(C#N)=C(N)O2 (stereo not drawn)
22) C=CCn1cnc2c(c1=O)c1nc3ccccc3nc1n2Cc1ccccc1

Compound	16	10	66	54	70	22
APP transl inh	.	.	.	5.1	.	.
NF-kB expr up	.	.	0.98	.	1.13	.
FLuc stim CS	1	1.1	1.1	.	1	1
APP 5'UTR act	.	.	.	-5.1	.	.
FLuc inhib CS	0.3	-8.1	-5.0	.	-4.8	-3.3
